Caspase-1 inhib: blocks human caspase-1 allosterically or competitively. P29466. 75,000 tested, 0.03% active. Potency, µM (series often up to 57.5 µM), for inactives: top-dose activity change, negative = inhibition, actives largely listed as inhibitors. AID 900. Caspase-1 enzyme, Ac-WEHD-AFC fluorogenic rate;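 also: potency is read from the fitted curve at half-maximal effect; plate controls were vehicle for no effect and no substrate for full effect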
HEK293 cAMP ctrl: raises cAMP in parental HEK293 cells, TSHR agonist counter-screen; parental HEK293 CNG cAMP sensor, membrane potential fluorescence; AID 938; Potency, µM (series often up to 57.1 µM), for inactives: top-dose activation, usual class: activators; 73,000 tested, 2.5% active; also: potency is read from the fitted curve at half-maximal effect; % of control where 0% means no effect; nearly all actives have a fitted effect of over 55% in size
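Counterscreen for endogenous-receptor signalling: CNG-channel HEK 293 cells report cAMP rise by membrane depolarization. After 60 min dye equilibration with 100 uM RO 20-1724, compounds incubated 30 min before bottom-read fluorescence at 590 nm.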
Tau fil binding: binds recombinant human tau filaments; P10636; recombinant tau filaments, thioflavin S fluorescence, 15 h; filaments grown with octadecylsulfate alongside compound; Potency, µM (series often up to 57.1 µM), for inactives: at the highest dose activity change, negative = inhibition; 71,000 tested, 2% active;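 also: potency is read from the fitted curve at half-maximal effect; % is scaled to controls: 0 for no effect and ±100 for the full control effect; actives lower thioflavin S fluorescence by blocking filaments or displacing dye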
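Tau 2 uM in ThS buffer dispensed; compound added; 60 uM ODS added (finals 1 uM tau, 30 uM ODS); 15 h 37 C; fluor ex450/em510.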
Fluorescein autfl: compound autofluorescence in fluorescein spectral region. Compound autofluorescence, 480/540 nm, fluorescein-equivalent; stronger effect = higher value. max fluorescein-equivalent concentration, M. 59,000 tested, 0.91% active; in the data active = max fluorescein-equivalent concentration above about 10 nM; inconclusive = between about 1.1 nM and that limit
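Library compounds, added at multiple concentrations to pH 8.0 Tris buffer (100 mM), incubate 15 min at room temperature before CCD imaging at 480 nm excitation and 540 nm emission.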
Rhodamine autofl: compound fluoresces in the rhodamine spectral region. Rhodamine-region fluorescence, 547/598 nm, Tris buffer; stronger effect = higher value. max dye-equivalent concentration, M. 59,000 tested, 0.05% active; in the data active = max dye-equivalent concentration above about 11 nM; inconclusive = between about 1.1 nM and that limit
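Compounds in 100 mM Tris buffer, pH 8.0, were incubated 15 min at room temperature, then read at 547 nm excitation and 598 nm emission. Fluorescence was normalized against a per-plate six-point rhodamine standard curve as dye-equivalent concentration.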
HADH2 inhib: blocks human hydroxyacyl-CoA dehydrogenase type II | recombinant HADH2, NADH fluorescence, beta-hydroxybutyryl-CoA | AID 886 | Potency, µM (top dose mostly 57.1 µM), inactives show at the top dose activity change, negative = inhibition, most hits filed as inhibitors | Q99714 | 73,000 tested, 3.4% active; also: potency is read from the fitted curve at half-maximal effect; % is scaled to controls: 0 for no effect and ±100 for the full control effect; nearly all actives have a fitted effect of over 60% in size; many of its hits are not listed in these tables
Target sequence (Q99714 whole entry, looked up, one chain of several): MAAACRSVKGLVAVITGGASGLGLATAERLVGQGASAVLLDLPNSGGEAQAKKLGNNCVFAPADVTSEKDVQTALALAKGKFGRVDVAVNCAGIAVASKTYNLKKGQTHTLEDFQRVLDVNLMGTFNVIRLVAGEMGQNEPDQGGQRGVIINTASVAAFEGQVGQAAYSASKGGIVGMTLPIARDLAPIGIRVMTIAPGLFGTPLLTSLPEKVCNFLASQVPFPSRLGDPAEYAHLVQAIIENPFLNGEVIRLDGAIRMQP
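His-tagged recombinant enzyme from E. coli, 20 nM, preincubated 15 min RT with compound; reaction started with 1 mM NAD+ and 90 uM beta-hydroxybutyryl-CoA in 100 mM Tris-HCl pH 9.0. NADH fluorescence (ex 360/em 450) read over 4 min; last-minus-first difference.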
TexasRed autofl: Texas Red region autofluorescence. Compound fluorescence, Texas Red channel, 547/618 nm; stronger effect = higher value. max dye-equivalent concentration, M. 59,000 tested, 0.06% active; in the data active = max dye-equivalent concentration above about 10 nM; inconclusive = between about 1.1 nM and that limit
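qHTS profiling of intrinsic compound fluorescence; 100 mM Tris pH 8.0; 15 min RT; ex 547 / em 618 nm; response expressed as Texas Red dye-equivalent concentration from six-point plate standard.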
ERK AVP inh: inhibitors of vasopressin-stimulated ERK signaling pathway | Potency, µM (top dose mostly 57.5 µM), for the others: at the top dose activity, negative = inhibition, hits mostly inhibitors | HEK293-V1b, vasopressin-stimulated pERK AlphaScreen | 72,000 tested, 0.99% active; also: potency is read from the fitted curve at half-maximal effect; % is scaled to controls: 0 for no effect and ±100 for the full control effect; nearly all actives have a fitted effect of over 55% in size
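V1b-HEK293 cells; cpd 30 min 37C; 25 nM vasopressin 5 min; lyse 10 min; AlphaScreen beads 5 hr RT. Normalized to DMSO basal and 25 nM vasopressin; AC50 by Hill fit.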
Luciferase inh: inhibitors of firefly luciferase; Potency, µM (titrated, usually from 57.1 µM), for inactives: at the highest dose activity change, negative = inhibition, hits mostly inhibitors; purified firefly luciferase, luminescence, 8 min; AID 411; P08659; 72,000 tested, 2.2% active; also: potency is read from the fitted curve at half-maximal effect; % is scaled to controls: 0 for no effect and ±100 for the full control effect; nearly all actives have a fitted effect of over 40% in size
Target sequence (P08659 whole entry, looked up): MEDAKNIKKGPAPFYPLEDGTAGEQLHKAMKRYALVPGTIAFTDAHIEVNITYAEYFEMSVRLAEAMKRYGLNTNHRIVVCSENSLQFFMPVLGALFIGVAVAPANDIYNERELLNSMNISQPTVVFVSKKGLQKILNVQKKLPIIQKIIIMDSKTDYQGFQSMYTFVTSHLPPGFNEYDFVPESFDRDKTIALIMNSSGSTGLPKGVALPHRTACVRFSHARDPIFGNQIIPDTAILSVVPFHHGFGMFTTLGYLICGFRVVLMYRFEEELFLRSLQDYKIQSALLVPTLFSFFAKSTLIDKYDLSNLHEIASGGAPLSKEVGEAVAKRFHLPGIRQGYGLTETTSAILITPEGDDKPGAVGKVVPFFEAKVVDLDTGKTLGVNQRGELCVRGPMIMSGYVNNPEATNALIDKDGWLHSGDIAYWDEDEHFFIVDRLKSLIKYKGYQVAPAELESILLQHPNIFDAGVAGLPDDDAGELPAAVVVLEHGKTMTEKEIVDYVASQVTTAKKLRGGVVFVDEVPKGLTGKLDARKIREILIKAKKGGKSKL
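qHTS concentration-response profiling: light output of P. pyralis luciferase with luciferin and 10 uM ATP, imidazole buffer pH 7.2. Read by luminescence after 8-min room-temperature incubation.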
Casp7 inh: blocks human caspase-7 allosterically or competitively; P55210; recombinant caspase-7, Ac-DEVD-AFC fluorescence rate; Potency, µM (highest dose often 57.5 µM), without a hit: top-dose activity change, negative = inhibition, actives largely listed as inhibitors; 75,000 tested, 0.02% active; active = well fitted inhibition curve with a large enough effect in the main read-out, with a control signal flat, not every such curve was filed as active; inconclusive = small, poorly fitted or top-dose-only effect, or a change in a side signal; also: potency is read from the fitted curve at half-maximal effect; % of control where 0% means no effect
USP2a inh: inhibitors of human ubiquitin-specific protease USP2a; O75604; USP2a enzymatic assay, qHTS inhibition; Potency, µM (doses to about 38.3 µM), without a hit: top-dose activity change, negative = inhibition, actives largely listed as inhibitors; 60,000 tested, 0.1% active; AID 927;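 also: potency is read from the fitted curve at half-maximal effect; nearly all actives have a fitted effect of over 60% in size; plate controls were DMSO for no effect and NEM full inhibition control for full effect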
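Inhibition is measured in a cell-free coupled assay with 20 nM USP2 core, 20 nM Ub-PLA2 and 20 uM NBD C6-HPC, 2.5 h incubation. Activity normalized to NEM control.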
Active calls of the source: *; i = inactive; ? = inconclusive; / = not tested or not shown; [ ] = remark or other dose. Unless noted, calls follow the shape of the dose curve; as a rule, active = well fitted curve in the direction sought with a large enough effect; inconclusive = small, poorly fitted or top-dose-only effect, or another doubt; inactive = no such curve, though single readings can be large; an effect the other way counts as inactive or inconclusive. Only part of the results is shown, so the mix of outcomes need not match the whole.

SMILES	Caspase-1 inhib	HEK293 cAMP ctrl	Tau fil binding	Fluorescein autfl	Rhodamine autofl	HADH2 inhib	TexasRed autofl	ERK AVP inh	Luciferase inh	Casp7 inh	USP2a inh
CCCc1cc(=O)[nH]c(SCC(=O)N(Cc2ccccc2)C(C)C)n1	0%	?	3%	i	i	6%	i	-12%	-2%	-1%	2%
CCOC(=O)Nc1nnc(CCc2ccccc2)s1	-1%	-1%	2%	i	i	25µM*	i	-17%	3%	2%	1%
O=C(CSc1nnc(C2COc3ccccc3O2)o1)NC1CCCCC1 (configuration not stated)	1%	24%	0%	/	/	11%	/	-20%	2%	0%	/
COc1ccc(C)cc1NC(=O)c1nnn(CCc2ccccc2)c1N	-4%	-9%[11.4 µM]	122%	/	/	?	/	2%	3%	-3%	/
CS(=O)(=O)N1CCC2(CCCN(c3cccc(-c4ccccc4)c3)C2)CC1	-6%	7%	-16%	i	i	15%	i	17%	0%[11.4 µM]	-7%	114%[activator]
Cc1cccc(-n2nnnc2SCC(=O)NCCN2C(=O)CSC2=O)c1	-1%	3%	8%	i	i	0%	?	-7%	1%	1%	6%
O=C(CN1C(=O)CCS(=O)(=O)c2ccccc21)Nc1ccc2c(c1)OCCO2	2%	0%	-6%	i	i	-4%	?	-10%	3%	0%	4%
CCCOc1nc2c(c(=O)n(C)c(=O)n2C)n1CCC	0%	20%	9%	i	i	2%	i	-19%	3%	0%	?
Cc1cccc2c1nc(-c1ccccc1)n1nnnc21	-6%	?	0%	i	i	?	?	5%	2%	-2%	1%
CC1(C(=O)NCCN2CCOCC2)C=CCN1C(=O)c1ccccc1 (configuration not stated)	-2%	29%	10%	/	/	-2%	/	-2%	/	0%	/
CCCC(=O)Nc1ccc2c(c1)nc1n2CCOC1	-1%	2%	-3%	?	i	7%	i	-8%	3%	-1%	6%
Cc1nn(-c2ccc(C(=O)O)cc2)c(=O)c2ccccc12	2%	19%	3%	?	i	1%	i	11%	-2%	1%	-2%
CC(Oc1ccc(Cl)cc1Cl)C(=O)Nc1ccc(N2CCN(C)CC2)cc1 (configuration not stated)	-1%	-18%	0%	i	i	11%	i	-16%	3%	-4%	21%
COCC(=O)N1CCC2(CC1)CN(C(=O)Nc1ccccc1)C2	-4%	-2%	1%	i	i	-9%	i	20%	-1%[11.4 µM]	1%	-5%
Cc1nn2c3c(cnc2c1-c1ccccc1)C(=O)CC(C)C3 (configuration not stated)	-1%	2%	8%	i	i	6%	?	-13%	-1%	1%	-1%
O=C(COc1ccc(S(=O)(=O)Nc2ccccc2)cc1)N1CCOCC1	-2%	2%	7%	i	i	-5%	i	-2%	-1%	0%	20%
O=C(NCc1ccco1)c1cc(-c2cccs2)on1	-2%	10%	-5%	i	i	22%	i	23%	-14%	0%	15%
COc1ccc(-c2cc(C(F)(F)F)n3nc(C(=O)N4CCOCC4)c(Cl)c3n2)cc1	?	3%[11.4 µM]	-22%[11.4 µM]	/	/	-1%[11.4 µM]	/	-2%	2%	?	8%[7.66 µM]
O=C(Nc1nc2c(s1)CCCC2=O)c1cnccn1	-2%	8%	-8%	i	i	-15%	i	5%	1%	0%	1%
CCOc1ccc(CCNC(=O)CCc2nc(-c3ccc(C)cc3)no2)cc1OCC	1%	13%	18%	i	i	8%	i	-2%	3%	1%	17%
COc1ccc(S(=O)(=O)CCC(=O)NC2CCCCC2)cc1	0%	9%	-4%	i	i	-10%	i	23%	2%	1%	12%
O=C(Cn1cnc2c(nnn2Cc2ccccc2F)c1=O)OCc1ccccc1	2%	12%	2%	i	i	6%	i	2%	1%	-1%	-1%
Cc1ccc(N(CC(=O)N2CCn3c2nc2ccccc23)S(=O)(=O)c2c(C)n[nH]c2C)cc1	-2%	-7%	8%	?	i	2%	i	?	2%	-5%	49%[activator]
CCC(=O)c1ccc(CCCCCC(=O)O)s1	2%	10%	15%	/	/	-6%	/	2%	-5%	-1%	/
CC(=O)C1C(c2ccc3ncccc3c2)NC(=O)NC1(O)C(F)(F)F (configuration not stated)	2%	3%	0%	i	i	-1%	i	10%	1%	5%	-5%

Some entries already given, limited to Luciferase inh, HADH2 inhib and TexasRed autofl:
mol	Luciferase inh	HADH2 inhib	TexasRed autofl
CCCOc1nc2c(c(=O)n(C)c(=O)n2C)n1CCC	3%	2%	i
CCOC(=O)Nc1nnc(CCc2ccccc2)s1	3%	25µM*	i
CC(Oc1ccc(Cl)cc1Cl)C(=O)Nc1ccc(N2CCN(C)CC2)cc1 (configuration not stated)	3%	11%	i
CC1(C(=O)NCCN2CCOCC2)C=CCN1C(=O)c1ccccc1 (configuration not stated)	/	-2%	/

Going on with the list.
SMILES	Caspase-1 inhib	HEK293 cAMP ctrl	Tau fil binding	Fluorescein autfl	Rhodamine autofl	HADH2 inhib	TexasRed autofl	ERK AVP inh	Luciferase inh	Casp7 inh	USP2a inh
COc1cccc(CNc2ccc3nc(-c4ccc(N)cc4)c(OC)n3n2)c1	-3%	-12%	?	/	/	1%	/	-3%	2%	-5%	/
CCOC(=O)C1=C(C)NC2(O)c3ccccc3C(=O)C12O (configuration not stated)	-2%	6%	9%	/	/	-13%	/	21%	1%	0%	13%
CC(c1nnnn1C1CCCCC1)N(Cc1ccccc1)Cc1cccnc1 (configuration not stated)	0%	?	14%	i	i	1%	i	13%	1%	-3%	22%
COc1ccccc1C(=O)C1Nc2ccccc2-c2nnc(SC)nc2O1 (configuration not stated)	-4%	-7%	-11%	/	/	2%	/	-22%	-1%	-1%	-5%
O=C(NCc1ccccc1Br)c1ccco1	1%	17%	-6%	i	i	6%	?	1%	1%	0%	-4%
O=C(NCCCN1CCOCC1)C1CCC(=O)N1CCc1ccccc1 (configuration not stated)	-1%	4%	-2%	/	/	5%	/	-8%	0%	-3%	/
CN1CCN(CC#CC2(O)CCCCC2)CC1	1%	1%	-9%	i	i	-4%	i	19%	0%	-1%	-5%
CCC(=O)Nc1nonc1-c1nc2ccccc2n1Cc1ccc(Cl)c(Cl)c1	1%	15%	-10%	i	i	-5%	i	4%	2%	0%	17%
CCCCCn1c(=O)[nH]c2cc(C(=O)NCCCN3CCC(C)CC3)ccc2c1=O	-2%	1%	9%	i	i	12%	i	-7%	2%	0%	22%
O=C(Nc1ccc(CN2CCOCC2)cc1)c1cccs1	-2%	7%	-9%	i	i	4%	i	-5%	25µM*	3%	1%
N=c1n(CCOc2ccccc2)c2ccccc2n1CCN1CCOCC1	1%	23%	2%	/	/	3%	/	-8%	-2%	0%	1%
CC(Sc1nc(-c2ccccc2)cc(C(F)(F)F)n1)C(=O)N1CCCC1 (configuration not stated)	-1%	29%	-11%	/	/	-1%	/	1%	7%	0%	/
CCOC(=O)N1CCN(c2c(NCCCN(C)c3ccccc3)c(=O)c2=O)CC1	0%	13%	7%	/	/	1%	/	5%	-4%	0%	/
CCOc1ccc(NS(=O)(=O)c2cc(Cl)ccc2OC)cc1	-2%	-4%	-5%	/	/	-6%	/	3%	0%	-1%	11%
COc1ccc(S(=O)(=O)NCc2ccncc2)cc1OC	-6%	20%	6%	/	/	-3%	/	-25%	2%	-1%	-7%
O=C(c1ccco1)N1CCC[C@@]2(CCN(c3ccncc3)C2)C1	0%	20%	30%	i	i	10%	i	-2%	0%[11.4 µM]	0%	-18%
O=C(CSc1ccccc1)N1CCN(c2ccccc2)CC1	-2%	13%	-4%	?	i	-7%	?	-8%	-1%	-3%	0%
O=C(CSc1nnnn1C1CCCCC1)Nc1nc2c(s1)CCCC2	-4%	25%	24%	i	i	-8%	i	-1%	2%	-7%	170%[activator]
COC(=O)Cn1cnc2c(nnn2-c2cccc(Cl)c2)c1=O	2%	12%	-6%	/	/	-4%	/	/	-6%	-2%	/
CCOC(=O)CSc1cn2c(n1)CCC2	0%	3%	1%	?	i	?	i	-2%	1%	0%	-4%
CCC(C)(C)NC(=O)C(c1cccs1)N(CC1CCCO1)C(=O)Cn1nnc2ccccc21 (configuration not stated)	0%	?	3%	i	i	12%	i	-8%	2%	0%	/

Copied from the entries so far, two compounds:
SMILES	Caspase-1 inhib	HEK293 cAMP ctrl	Tau fil binding	Fluorescein autfl	Rhodamine autofl	HADH2 inhib	TexasRed autofl	ERK AVP inh	Luciferase inh	Casp7 inh	USP2a inh
COc1cccc(CNc2ccc3nc(-c4ccc(N)cc4)c(OC)n3n2)c1	-3%	-12%	?	/	/	1%	/	-3%	2%	-5%	/
CCOC(=O)C1=C(C)NC2(O)c3ccccc3C(=O)C12O (configuration not stated)	-2%	6%	9%	/	/	-13%	/	21%	1%	0%	13%

Assay outcomes from PubChem.
